From PubChem
mouse EphA4 binding: EphA4 ligand-binding antagonists – biochemical, colorimetric, mouse EphA4, primary screen (AID 689); hit rate 0.1% among 62,000; inhibition, % at 10 µM; hits with a dose series show IC50 in µM; EphA4-AP binding to KYL peptide, pNPP A405; higher % means a stronger effect; in the data active means a potency from the dose series; inactive means the rest, 99 in 100 with inhibition below about 22%
* hit, by the source's call; & = joins results of further samples. An excerpt. The share of hits here may be higher or lower than overall.

1) O=[N+]([O-])c1ccccc1S(=O)(=O)NCCOc1ccc(Cl)cc1
  mouse EphA4 binding = -3%

2) Cc1cc(C)c(S(=O)(=O)N2CCCC(C(=O)NCCC3=CCCCC3)C2)c(C)c1 (stereo unspecified)
  mouse EphA4 binding = -24%

3) COc1ccc(NC(=O)C2=C(C)NC(=O)NC2c2cccc(OC)c2OC)c(OC)c1 (stereo unspecified)
  mouse EphA4 binding = -7%

4) c1ccc(-c2ccc(CN3CCN(c4ncccn4)CC3)cc2)cc1
  mouse EphA4 binding = -2%

5) CC(C)C1N=C2c3ccccc3N=C(SCC#N)N2C1=O (stereo unspecified)
  mouse EphA4 binding = -15%

6) O=C1c2ccccc2NC(c2ccc(Cl)cc2Cl)N1O (stereo unspecified)
  mouse EphA4 binding = -6%

7) Cc1ccc(-c2nc(C#N)c(N3CCCCC3)o2)cc1
  mouse EphA4 binding = 3%

8) O=C(NNS(=O)(=O)c1ccc(Cl)cc1)c1sccc1-n1cccc1
  mouse EphA4 binding = -7%

9) O=C(CSc1nnc(-c2ccc(Cl)s2)o1)N1CCc2ccccc21
  mouse EphA4 binding = -12%

10) Cc1csc(SCC(=O)c2c(N)n(C)c(=O)n(C)c2=O)n1
  mouse EphA4 binding = -2%

11) CCCCOC(=O)c1ccc(NC(C)=O)cc1
  mouse EphA4 binding = -10%&-7%

12) CCOC(=O)c1c(NC(=O)CSc2nccn2C)sc2c1CCCC2
  mouse EphA4 binding = 4%

13) CCOc1ccc(-c2n[nH]c(C)c2-c2ccccc2OC)c(O)c1
  mouse EphA4 binding = 9%

14) CCOC(=O)C(NC(=O)c1ccccc1)=C(C)C
  mouse EphA4 binding = -9%

15) O=C(Nc1ccc2oc(=O)ccc2c1)c1cccnc1Cl
  mouse EphA4 binding = -6%

16) CCOC(=O)c1[nH]c2ccc(OCC)cc2c1NC(=O)CN1CCCC(C)C1 (stereo unspecified)
  mouse EphA4 binding = 15%

17) CCCn1c(=O)c(C(=O)Nc2c(C)n(C)n(-c3ccccc3)c2=O)c(O)c2ccccc21
  mouse EphA4 binding = 6%

18) COc1ccc(CCNC(=O)CCC2COc3ccccc3O2)cc1OC (stereo unspecified)
  mouse EphA4 binding = 2%

19) COCCNc1nc(SCc2ccccc2)nc2sc3c(c12)CCC3
  mouse EphA4 binding = 1%

20) Cc1cccc2c1OCC/C2=N\NC(=O)COc1ccccc1Cl
  mouse EphA4 binding = -8%

21) Cc1ccc(NC(=O)c2c(C(F)(F)F)nn(C)c2Cl)cc1C
  mouse EphA4 binding = -9%

22) CCn1cc(/C=N/NS(=O)(=O)c2ccc(C)cc2)c(C)n1
  mouse EphA4 binding = -8%

23) O=C(NCN1CCc2ccccc2C1)c1cnccn1
  mouse EphA4 binding = -19%

24) O=C(c1cc(-c2ccc(O)cc2)on1)N1CCCc2ccccc21
  mouse EphA4 binding = 5%

25) CCc1ccc(NC(=O)c2ccc3ncsc3c2)cc1
  mouse EphA4 binding = -13%

26) COc1ccc(-c2nnc(-c3cccnc3)o2)cc1OC
  mouse EphA4 binding = 1%

27) Cn1c(=O)oc2cc(S(=O)(=O)NC3CCCc4ccccc43)ccc21 (stereo unspecified)
  mouse EphA4 binding = -3%

28) Brc1ccc(OCCCN2CCOCC2)cc1
  mouse EphA4 binding = -14%

29) O=S1(=O)N=C(SCCO)c2ccccc21
  mouse EphA4 binding = -4%

30) CCC(C)(C)NC(=O)C(c1cccn1C)N(Cc1ccccc1)C(=O)Cn1nnc2ccccc21 (stereo unspecified)
  mouse EphA4 binding = -2%

31) Cn1c(SCC(=O)NC(C)(C)C)nnc1-c1ccc(C(C)(C)C)cc1
  mouse EphA4 binding = 1%

32) OCCNc1ccc(Cl)cc1
  mouse EphA4 binding = -4%

33) COc1ccccc1NC(=O)c1ccc(C)o1
  mouse EphA4 binding = 27%

34) Cc1ccc(OCC(=O)Nc2ccc(Cl)cc2)c(-n2nc3ccccc3n2)c1
  mouse EphA4 binding = -5%

35) O=c1[nH]c2cc(Cl)ccc2n1-c1ccccc1
  mouse EphA4 binding = -3%

36) CCOC(=O)c1ccc(NC(=O)C2CCCO2)cc1 (stereo unspecified)
  mouse EphA4 binding = -19%

37) O=C(CSC1=NCCS1)N1CCN(c2ccc(Cl)cc2)CC1
  mouse EphA4 binding = -19%

38) Cn1c(=O)c2c(nc(CN3CCC(C(N)=O)CC3)n2Cc2c(F)cccc2Cl)n(C)c1=O
  mouse EphA4 binding = -12%

39) Cc1cc(Br)cc(C)c1OCCCCN(C)C
  mouse EphA4 binding = -3%

40) O=C(CNc1cccc2ccccc12)c1ccc([N+](=O)[O-])cc1
  mouse EphA4 binding = -8%

Rewritten as tab-separated lines: part of the list above.
#	smiles	mouse EphA4 binding
31	Cn1c(SCC(=O)NC(C)(C)C)nnc1-c1ccc(C(C)(C)C)cc1	1%
32	OCCNc1ccc(Cl)cc1	-4%

The list goes on.
41) Cc1ccc(NCc2nnc(SCC(=O)c3ccccc3)o2)c(C)c1
  mouse EphA4 binding = -10%

42) COc1ccc(CCN2C(=NC(=O)CCC(=O)O)SC3CS(=O)(=O)CC32)cc1OC (stereo unspecified)
  mouse EphA4 binding = -2%

43) CCC(=O)N1CCc2cc(S(=O)(=O)CCC(=O)O)ccc21
  mouse EphA4 binding = -5%

44) CC(C)NC(=O)c1ccc(-c2cccc(C(F)(F)F)c2)o1
  mouse EphA4 binding = -1%

45) O=C(CCS(=O)(=O)Cc1ccccc1F)NCCCN1CCCCC1
  mouse EphA4 binding = 2%

46) CCOc1ccc(NC(=O)c2cc(Cl)ccc2[N+](=O)[O-])cc1
  mouse EphA4 binding = -1%

47) COc1nc(Nc2ccc3c(c2)OCO3)nc(OC)n1
  mouse EphA4 binding = -10%

48) O/C(=C/c1nc2ccccc2nc1/C=C(/O)c1ccccc1)c1ccccc1
  mouse EphA4 binding = -9%

49) CC1CCCCN1S(=O)(=O)c1ccc2c(c1)CCN2C(=O)C1CCC1 (stereo unspecified)
  mouse EphA4 binding = -12%

50) CCC(NC(=O)Nc1ccc(O)cc1)(C(F)(F)F)C(F)(F)F
  mouse EphA4 binding = -5%

51) Cc1cc(=O)oc2cc(OCC(=O)N3CCc4ccccc4C3)ccc12
  mouse EphA4 binding = -12%

52) CC(C)OC(=O)C1C(=O)CC(C)(O)C(C(=O)OC(C)C)C1c1ccc(F)cc1 (stereo unspecified)
  mouse EphA4 binding = 3%

53) CC(Oc1ccc(Cl)cc1)C(=O)NCCCn1ccnc1 (stereo unspecified)
  mouse EphA4 binding = -12%

54) CS(=O)(=O)N(CC(=O)N1CCCC1)c1ccc(Cl)cc1
  mouse EphA4 binding = -1%

55) CC(C)NCCCOc1ccc(Cl)cc1Br
  mouse EphA4 binding = 4%

56) COCCn1cnc2c1c(=O)n(CC(=O)Nc1cc(C)on1)c(=O)n2Cc1ccccc1
  mouse EphA4 binding = -3%

57) CCCNC(=O)C1CNc2ccccc2O1 (stereo unspecified)
  mouse EphA4 binding = -7%

58) CN(Cc1ccccc1)S(=O)(=O)c1cccc2cccnc12
  mouse EphA4 binding = 2%

59) COc1ccc(N=C2SCC(=O)N2c2ccc(OC)cc2)cc1
  mouse EphA4 binding = 7%

60) CCCSC1=N/C(=C\C=C\c2ccco2)C(=O)S1
  mouse EphA4 binding = 12µM*

61) NCCCCCc1nnc(SCC(=O)Nc2cccc(Cl)c2)o1
  mouse EphA4 binding = -12%

62) COc1cccc(-n2c(Cc3cc(=O)[nH]c(=O)[nH]3)nnc2SCc2cccnc2)c1
  mouse EphA4 binding = 1%

63) CC1CCCN(S(=O)(=O)c2ccc(S(=O)(=O)N3CCCN(Cc4ccccc4)C3)cc2)C1 (stereo unspecified)
  mouse EphA4 binding = -1%

64) O=S(=O)(c1ccc(OCC(O)CN2CCN(c3ccccc3Cl)CC2)cc1)N1CCOCC1 (stereo unspecified)
  mouse EphA4 binding = -7%

65) Cc1ccc(C(=O)COC(=O)C2C3C=CC(C3)C2C(=O)OCC(=O)c2ccc(C)c(C)c2)cc1C (stereo unspecified)
  mouse EphA4 binding = 1%

66) O=C(CSc1nnc(Cn2c(=O)sc3ccccc32)n1-c1ccccc1)N1CCOCC1
  mouse EphA4 binding = 6%

67) O=C1N=C2SCCN2/C1=C\c1c(Cl)cccc1Cl
  mouse EphA4 binding = -8%

68) COc1ccc(C2=NCC(CSc3nnc(-c4ccc5c(c4)OCO5)o3)S2)cc1 (stereo unspecified)
  mouse EphA4 binding = -7%

69) COc1ccc(-c2cc(=O)n3[nH]c(-c4ccccc4)c(C)c3n2)cc1
  mouse EphA4 binding = -3%

70) O=C(CC1NC(=O)NC1=O)NC1(C(=O)NC2CCCCC2)CCCCC1 (stereo unspecified)
  mouse EphA4 binding = -4%

71) Cc1ccccc1-n1nc2c(c1NC(=O)c1ccc(S(=O)(=O)N(C)C)cc1)CSC2
  mouse EphA4 binding = -1%

72) Cc1noc(/C=C/c2ccco2)c1S(=O)(=O)N1CCC(C(=O)N(C)Cc2ccccc2)CC1
  mouse EphA4 binding = 9%

73) Cc1cccc(C(=O)Nc2ccc(C(=O)/C=C/c3cccs3)cc2)c1
  mouse EphA4 binding = -7%

74) CCNC(=S)NNC(=O)c1csc2ccccc12
  mouse EphA4 binding = -7%

75) CCSc1nc(C)c(C(C)=O)cc1C#N
  mouse EphA4 binding = -6%

76) CCOc1ccc(C2CC(=O)NC(SC)=C2C#N)cc1 (stereo unspecified)
  mouse EphA4 binding = -2%

77) CCn1c(N2CCN(C(=S)NC)CC2)nc2ccccc21
  mouse EphA4 binding = 1%

78) Cc1cc(C)n(-c2nc(NC(C)C)nc(NC(C)C)n2)n1
  mouse EphA4 binding = -5%

79) Cc1ccc(C(=O)OCC(=O)NC(=O)c2cccn2C)cc1
  mouse EphA4 binding = -12%

80) O=C(CSc1nc2ccccc2n1-c1ccccc1)NCC1CCCO1 (stereo unspecified)
  mouse EphA4 binding = -1%

81) Fc1ccc(-c2nnc(SCc3ncc(-c4ccccc4)o3)n2CC2CCCO2)cc1 (stereo unspecified)
  mouse EphA4 binding = -14%

Gathered by group: the entries above with a Cl atom
1) O=[N+]([O-])c1ccccc1S(=O)(=O)NCCOc1ccc(Cl)cc1
  mouse EphA4 binding = -3%

6) O=C1c2ccccc2NC(c2ccc(Cl)cc2Cl)N1O (stereo unspecified)
  mouse EphA4 binding = -6%

8) O=C(NNS(=O)(=O)c1ccc(Cl)cc1)c1sccc1-n1cccc1
  mouse EphA4 binding = -7%

9) O=C(CSc1nnc(-c2ccc(Cl)s2)o1)N1CCc2ccccc21
  mouse EphA4 binding = -12%

15) O=C(Nc1ccc2oc(=O)ccc2c1)c1cccnc1Cl
  mouse EphA4 binding = -6%

20) Cc1cccc2c1OCC/C2=N\NC(=O)COc1ccccc1Cl
  mouse EphA4 binding = -8%

21) Cc1ccc(NC(=O)c2c(C(F)(F)F)nn(C)c2Cl)cc1C
  mouse EphA4 binding = -9%

32) OCCNc1ccc(Cl)cc1
  mouse EphA4 binding = -4%

34) Cc1ccc(OCC(=O)Nc2ccc(Cl)cc2)c(-n2nc3ccccc3n2)c1
  mouse EphA4 binding = -5%

35) O=c1[nH]c2cc(Cl)ccc2n1-c1ccccc1
  mouse EphA4 binding = -3%

37) O=C(CSC1=NCCS1)N1CCN(c2ccc(Cl)cc2)CC1
  mouse EphA4 binding = -19%

38) Cn1c(=O)c2c(nc(CN3CCC(C(N)=O)CC3)n2Cc2c(F)cccc2Cl)n(C)c1=O
  mouse EphA4 binding = -12%

46) CCOc1ccc(NC(=O)c2cc(Cl)ccc2[N+](=O)[O-])cc1
  mouse EphA4 binding = -1%

53) CC(Oc1ccc(Cl)cc1)C(=O)NCCCn1ccnc1 (stereo unspecified)
  mouse EphA4 binding = -12%

54) CS(=O)(=O)N(CC(=O)N1CCCC1)c1ccc(Cl)cc1
  mouse EphA4 binding = -1%

55) CC(C)NCCCOc1ccc(Cl)cc1Br
  mouse EphA4 binding = 4%

61) NCCCCCc1nnc(SCC(=O)Nc2cccc(Cl)c2)o1
  mouse EphA4 binding = -12%

64) O=S(=O)(c1ccc(OCC(O)CN2CCN(c3ccccc3Cl)CC2)cc1)N1CCOCC1 (stereo unspecified)
  mouse EphA4 binding = -7%

67) O=C1N=C2SCCN2/C1=C\c1c(Cl)cccc1Cl
  mouse EphA4 binding = -8%
